PglD DTNB – inhibitors of Campylobacter jejuni PglD acetyltransferase; purified PglD enzyme, DTNB colorimetric CoA detection; inhibition, % at 12.5 µM; 360,000 compounds, 0.098% hits; in the data active = inhibition above about 16%, passing the limit was not always enough; note: strong numbers were not always called active
PGC1a acetyl inh – lowers PGC1a acetylation signal in U2OS cells; inhibition, % at 15.6 µM; AID 651687; AlphaScreen anti-acetyl-lysine; with virally co-expressed GCN5 acetyltransferase; 350,000 compounds, 0.17% hits;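 active = every replicate shows inhibition of at least 40%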;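 note: 0% = neutral control wells and 100% = positive control wells; some results beyond the cut were filed as inactive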
Statin myotox sup – protects C2C12 myotubes from simvastatin toxicity; rescue of ATP level, % at 7.49 µM; ATP luminescence, 48 h; scaled: DMSO 0, geranylgeraniol control 100; 330,000 compounds, 0.78% hits; AID 602340;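 active = mean ATP rescue above about 67%, or every replicate alone reaching that limit, limit read from the data, passing the limit was not always enough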;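 note: myotubes were challenged with 10 µM simvastatin during compound exposure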
miR-122 sensor – miR-122 inhibition in Huh7 cells. Huh7 miR-122 Renilla luciferase sensor, 48 h; neutral wells = 0, positive control = 100. 340,000 compounds, 0.3% hits. activation (reporter increase), % at 12.5 µM;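 active = mean replicate activation score at least 90 and every replicate individually at or above 90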;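 note: higher luciferase means less miR-122 activity so hits act as miR-122 inhibitors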
FN deposit inh – fibronectin deposition inhibition; AH1F fibroblasts, Alexa488-fibronectin deposition fluorescence, overnight; inhibition, % at 12.6 µM; 350,000 compounds, 0.086% hits; AID 743247;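 active = mean inhibition across replicates of 30% or more, regardless of how many single replicates reach that level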;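 note: positive control wells lacked labelled fibronectin entirely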
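Assay system: AH1F fibroblasts assembling fluorescent fibronectin matrix; Amount: 10000 AH1F cells per well; Buffer or medium: DMEM, 2% serum; Probe or stimulus: Alexa488-fibronectin, 24 nM final in well; Doses: single compound dose, delivered by pin transfer; Incubation: 1 h adhesion, overnight exposure; Measured by: fluorescence 485/525 nm; Read-out: fibronectin deposition inhibition.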
CFTR F508del cor – correctors of CFTR F508del function in bronchial epithelial cells. activity (quench increase), % at 7.58 µM. 350,000 compounds, 0.36% hits. CFBE cells, YFP halide quenching; stimulated with forskolin plus potentiator P3; % fluorescence drop versus neutral controls;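 active = mean added fluorescence quench of at least 8% versus neutral control, with both replicates also reaching 8%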;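 note: cells transiently co-express mutant CFTR-F508del with the halide-sensitive YFP; corrector assay measuring rescue of mutant channel to the surface after 24 h compound exposure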
GSIS activator – primary screen for activators of insulin secretion dependent on glucose, INS-1E cells, GLuc reporter luminescence; activation, % at 16.6 µM; INS-1E GLuc reporter insulin secretion, 2-3 h; 370,000 compounds, 0.61% hits; AID 743287;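 active = lowest replicate activation of at least 40%, so every replicate reaches that level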;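 note: 0% = median of neutral control wells and 100% = median of IBMX positive control wells; some compounds called inactive have numbers as strong as hits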
Cneo AK release – Cryptococcus neoformans lysis via adenylate kinase release; C. neoformans lysis, adenylate kinase release luminescence, 4 h; normalised: neutral wells 0, clomiphene wells 100; lysis activity, % at 15 µM; 360,000 compounds, 0.2% hits;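 active = mean lysis activity across replicates of at least 80%, whatever share of replicates individually reach that level; inactive = mean lysis activity below 80%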
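Assay system: C. neoformans cells. Amount: yeast cell density of 5 × 10^6 cells/mL. Technique: AK luminescence. Buffer or medium: YPD. Times: static 4 h at 37 °C with compound, 1 h detection. Dosing: single-point compound dose. Read-out: lysis from increased AK signal.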
* hit, by the source's call; . = not tested or not shown; [ ] = dose if it differs, or a comment.

The opening 4 compounds, to show the layout:
SMILES | PglD DTNB | PGC1a acetyl inh | Statin myotox sup | miR-122 sensor | FN deposit inh | CFTR F508del cor | GSIS activator | Cneo AK release
COCC#Cc1ccc([C@H]2[C@@H](CO)N3CCCCN(C(=O)CN(C)C)C[C@H]23)cc1 | 0 | -1 | . | 10[16.7 µM] | . | -1.8 | 22 | -2
O=C(CSc1nnc(Cc2ccccc2)n1-c1ccccc1)NNC(=O)Cc1ccccc1 | 8 | . | -5 | -5 | -10 | . | 0 | 0
Cc1c(Cl)c(-c2n[nH]c(=S)n2CC(C)C)nn1C | 5 | 6 | . | 4 | 2 | 0.6 | -4 | -2
COc1ccc(S(=O)(=O)Nc2ccc3c(c2)[C@@H]2C[C@@H](CC(=O)NCC4CC4)O[C@H](CO)[C@@H]2O3)cc1 | 1 | -1 | -2 | 11[16.7 µM] | . | -2.3 | 12 | -2

The listing, from the first entry:
SMILES | PglD DTNB | PGC1a acetyl inh | Statin myotox sup | miR-122 sensor | FN deposit inh | CFTR F508del cor | GSIS activator | Cneo AK release
COCC#Cc1ccc([C@H]2[C@@H](CO)N3CCCCN(C(=O)CN(C)C)C[C@H]23)cc1 | 0 | -1 | . | 10[16.7 µM] | . | -1.8 | 22 | -2
O=C(CSc1nnc(Cc2ccccc2)n1-c1ccccc1)NNC(=O)Cc1ccccc1 | 8 | . | -5 | -5 | -10 | . | 0 | 0
Cc1c(Cl)c(-c2n[nH]c(=S)n2CC(C)C)nn1C | 5 | 6 | . | 4 | 2 | 0.6 | -4 | -2
COc1ccc(S(=O)(=O)Nc2ccc3c(c2)[C@@H]2C[C@@H](CC(=O)NCC4CC4)O[C@H](CO)[C@@H]2O3)cc1 | 1 | -1 | -2 | 11[16.7 µM] | . | -2.3 | 12 | -2
C[C@@H]1CCCCO[C@H](CN(C)Cc2ccc3c(c2)OCO3)[C@@H](C)CN([C@H](C)CO)C(=O)c2cc(NS(=O)(=O)c3cccs3)ccc2O1 | 4 | 0 | . | 8[16.7 µM] | . | 1.5 | 9 | -5
C[C@H](NS(=O)(=O)c1ccc2c(c1)OCCCO2)C(=O)N1CCN(c2ccc(F)cc2)CC1 | -5 | -12 | 3 | -2 | 0 | -5.0 | -9 | 0
CC(=O)Nc1ccc2c(c1)C(=O)N(C)[C@H]1CC[C@H](CC(=O)N3CCc4ccccc4C3)O[C@@H]1CO2 | 2 | 10 | 14 | -29[16.7 µM] | -5 | -2.0 | 11 | 1
O=C(CCNC(=O)c1ccccc1)NNC(=O)COc1ccccc1Cl | 4 | -8 | -5 | 0 | . | -0.9 | 5 | 31
O=C(Nc1ccc(-c2nc3ccccc3[nH]2)cc1)C1CCCN(Cc2ccn[nH]2)C1 (stereo not drawn) | 3 | 1 | 2 | 3 | 1 | 0.6 | 10 | 9
CCS(=O)(=O)Nc1ccc2c(c1)C(=O)N(C)[C@H]1CC[C@H](CC(=O)N[C@@H]3CCN(Cc4ccccc4)C3)O[C@H]1CO2 | 2 | . | 4 | . | 5 | . | 10 | 2
COc1cccc(C(=O)NC(=O)Nc2cc(C)[nH]n2)c1 | . | -4 | . | . | -2 | -1.2 | 8 | .
Cc1cccc(CSC2=NCCN2C(=O)c2ccc(Br)o2)c1 | -5 | -15 | 1 | -5 | -11 | 0.4 | -10 | 1
Cc1cccc(C)c1NC(=O)COC(=O)c1ccc2[nH]c3c(c2c1)CCCC3 | 0 | -2 | 0 | 1 | 7 | -3.0 | 34 | -4
CCC1Cc2c(nc(N)c3c(N)nc(N4CCOCC4)c(C#N)c23)O1 (stereo not drawn) | . | 5 | -4 | -6 | 3 | -0.8 | 8 | .
Cc1cc(C)n2nc(C(=O)OCC(=O)NNC(=O)c3ccc(Cl)cc3)nc2n1 | -8 | 3 | 4 | -12 | -2 | 0.7 | 6 | 8
CO[C@@H]1CN(C)C(=O)c2ccc(NC(=O)C3CCCC3)cc2OC[C@@H](C)NC[C@H]1C | -1 | . | 3 | -1[16.7 µM] | 3 | -3.4 | 15 | 48
O=C(NCCCc1ccccc1)c1cccc(NC(=O)C2CCCC2)c1 | 0 | -8 | 2 | 1 | 2 | -0.7 | -13 | 1
Cc1nc2scc(C)n2c(=O)c1S(=O)(=O)Nc1ccc(N2CCOCC2)cc1 | -4 | -4 | 10 | -3 | -3 | 0.0 | -8 | -2
CCOc1ncccc1C(=O)OCC(=O)c1ccc(Br)s1 | . | 2 | 5 | -5 | -20 | -1.2 | 4 | .
CCCN(C)C[C@H]1OCCCC[C@H](C)Oc2ccc(N(C)C)cc2C(=O)N([C@H](C)CO)C[C@H]1C | 0 | -4 | -37 | 2[16.7 µM] | . | -3.3 | -2 | 1
OCCNCc1cc(Br)ccc1OCc1ccc(Cl)cc1Cl | 5 | -12 | 4 | -2 | . | . | . | 4
COc1ccc(-n2cnc3cc(NCc4ccccn4)ccc32)cc1 | 3 | 20 | -18 | 5 | . | -1.9 | -10 | 8
COc1ccc(N2CCN(C(=O)C(NC(=O)c3c(F)cccc3F)C(C)C)CC2)cc1 (stereo not drawn) | 3 | -18 | 5 | -14 | 11 | -2.1 | -6 | -1
COc1ccc(CN2CCN(CCc3ccccc3)C(CCO)C2)cc1Cn1cncn1 (stereo not drawn) | -5 | -20 | 65 | -1 | -3 | 0.8 | -2 | -6
COc1ccc(C(=O)C(C)OC(=O)c2cccc(S(=O)(=O)Nc3c(C)n(C)n(-c4ccccc4)c3=O)c2)cc1 (stereo not drawn) | -9 | -6 | 3 | -2 | -3 | 5.0 | . | 2
(listing goes on)
SMILES | PglD DTNB | PGC1a acetyl inh | Statin myotox sup | miR-122 sensor | FN deposit inh | CFTR F508del cor | GSIS activator | Cneo AK release
CCn1nccc1C(=O)Nc1ccc(Cl)cn1 | 5 | -6 | . | 7 | 5 | . | . | -9
CCN(CC)S(=O)(=O)c1ccc2oc(C(=O)N3CCCCCC3)c(C)c2c1 | -5 | -5 | -2 | 2 | -7 | . | . | 1
CC(=O)Nc1cccc(-c2nnc3n2CC(C)S3)c1 (stereo not drawn) | 1 | -12 | 6 | -3 | . | -3.3 | 4 | 7
COc1ccc(-c2c(C#N)c(SCC(=O)c3cc4ccccc4oc3=O)nc(C)c2C(=O)Nc2ccccc2)cc1 | -6 | . | . | 3 | -6 | . | -14 | 8
COc1ccc(-c2n[nH]c(=S)n2-c2ccc(C)cc2)cc1 | 1 | 6 | . | 4 | -1 | -0.5 | 29 | 10
CCN(CC(=O)NCc1ccc(F)cc1)C(=O)C1CC1C (stereo not drawn) | -1 | 9 | -7 | -1 | -3 | 0.4 | 15 | 2
COc1ccc(S(=O)(=O)N(C)CC(=O)N2CCC(C(N)=O)CC2)cc1 | 4 | -2 | -6 | -7 | . | -2.7 | -3 | -1
CC(C)CCNC(=O)C(c1ccco1)N(C(=O)Cn1nnc2ccccc21)c1ccc2c(c1)OCO2 (stereo not drawn) | 2 | . | 14 | . | . | . | 15 | 7
Cc1nnc(SCCCCSc2nnc(C)c(=O)[nH]2)[nH]c1=O | . | 7 | . | . | 7 | -3.7 | -9 | .
CCOc1ccc(CCNC(=O)Cn2cccc2C(=O)c2ccccc2C)cc1OCC | -2 | -4 | . | -5 | 0 | 3.1 | . | -3
Cc1ccc2c(c1)NC(=O)c1cccnc1N2 | 2 | -1 | 1 | -5 | . | . | . | 2
COc1ccc(NC(=O)N(Cc2cc3ccc(OC)cc3[nH]c2=O)CC2CCCO2)cc1 (stereo not drawn) | . | -9 | . | . | -14 | 1.6 | 1 | .
CC(C)c1ccc(NC2CCCN(C(=O)CN3CCOC3=O)C2)cc1 (stereo not drawn) | 0 | . | 0 | -3 | -1 | 0.3 | 9 | -4
O=C(O)c1ccccc1SCc1csc(-c2ccccc2)n1 | -5 | -14 | 11 | -2 | 2 | -1.3 | -3 | -2
CC(=O)c1cccc(NC(=O)C(OC(=O)c2cccc(S(=O)(=O)N(C)c3ccccc3)c2)c2ccccc2)c1 (stereo not drawn) | -1 | . | 1 | 80 | 4 | -1.8 | 7 | 0
COc1ccc(-c2cc(=O)c3ccccc3o2)cc1 | 0 | 5 | 0 | 3 | . | 0.2 | . | -9
O=C(c1cccc(-n2cccc2)c1)N1CCN(S(=O)(=O)c2ccccc2Br)CC1 | 0 | -4 | 6 | 2 | 3 | -2.2 | -25 | -1
c1ccc(-c2cnc(-c3cccnc3)o2)cc1 | 2 | 1 | -4 | 4 | . | . | 26 | 0
Cn1c(=O)c2cc(NC(=S)NCc3ccccc3F)ccc2n1Cc1ccccc1 | . | -5 | 14 | 5 | 2 | 1.0 | -13 | 2
Cc1ccnn1CC(=O)N/N=C/c1ccc2c(c1)OCO2 | -5 | 4 | . | -2 | . | . | -7 | 0
CCOCCCNC(=S)N1CCN(c2nc(-c3ccccc3)cs2)CC1 | 6 | -5 | -13 | -10 | 6 | 3.5 | -5 | 1
O=C(NCCc1ccccn1)C1CCN(S(=O)(=O)c2ccc(Cl)cc2)CC1 | 1 | -20 | 3 | -6 | 2 | -0.4 | 8 | -2
CCC/C(=C1/c2ccccc2C(=O)N1c1ccccc1)c1cnc(OC)nc1 | 0 | 2 | 2 | -4 | 3 | -2.2 | -1 | 1
CCCn1c(SCC(=O)NC2CC2)nnc1-c1cccs1 | -1 | 5 | . | -1 | . | -0.9 | -15 | 0
CN1C(=O)c2cc(NC(=O)C3CCOCC3)ccc2OC[C@H]2O[C@@H](CC(=O)NCC3CCCCC3)CC[C@H]21 | -1 | . | -11 | . | 5 | . | 10 | 45
Continuation:
SMILES | PglD DTNB | PGC1a acetyl inh | Statin myotox sup | miR-122 sensor | FN deposit inh | CFTR F508del cor | GSIS activator | Cneo AK release
O=C(c1cc([N+](=O)[O-])ccc1Cl)N1CCN(Cc2ccccc2)CC1 | 1 | 5 | -1 | -4 | -3 | -0.2 | 0 | 3
CCCCCCC(C)OC(=O)Nc1cccc2ccccc12 (stereo not drawn) | -5 | . | 17 | -4 | -2 | 2.7 | -25 | 2
O=C(Nc1ccccc1)c1ccccc1NC(=O)c1ccccc1C(=O)O | 5 | 4 | . | 1 | 1 | 0.1 | 15 | 2
C[C@@H]1CN([C@@H](C)CO)C(=O)c2cc(C#Cc3cccc(F)c3)cnc2O[C@@H]1CN(C)Cc1ccccn1 | -3 | -6 | -18 | -2[16.7 µM] | -3 | 6.6 | 1 | 3
Cc1cc(C)n2nc(SCC3COc4ccccc4O3)nc2n1 (stereo not drawn) | -1 | 4 | 1 | -3 | 3 | . | . | -2
CC(C)NC(=O)Nc1ccc2c(c1)C(=O)N([C@H](C)CO)C[C@@H](C)[C@H](CN(C)S(=O)(=O)c1ccc(F)cc1)OCCCC[C@@H](C)O2 | 0 | -2 | . | -2[16.7 µM] | . | -1.9 | -16 | -1
CC(C(=O)Nc1ccccc1)N(c1cccc(Cl)c1)S(C)(=O)=O (stereo not drawn) | 8 | . | 8 | 10 | 3 | 1.1 | -5 | 4
C[C@H]1CN([C@@H](C)CO)S(=O)(=O)c2ccc(-c3cccc(F)c3)cc2O[C@@H]1CN(C)S(C)(=O)=O | -1 | -4 | 11 | -4[16.7 µM] | . | . | 17 | 1
CC1(C)N=C(N)NC(Nc2cccc(Br)c2)=N1 | -3 | 7 | . | 2 | 4 | . | . | -1
COc1ccc(S(=O)(=O)NCC(=O)N(CC2CCCO2)C(C(=O)NC2CCCC2)C(C)C)cc1 (stereo not drawn) | 0 | . | 17 | . | 1 | -1.3 | -1 | -2
CSc1ccc(S(=O)(=O)NCC(=O)OC2CCOC2=O)cc1[N+](=O)[O-] (stereo not drawn) | 1 | . | 17 | . | 0 | 0.4 | 4 | -4

Assay outcomes from PubChem BioAssay.
